CDK5 inh – CDK5/p35 (human) kinase inhibition; 330,000 tested, 0.01% active; Q00535+Q15078; inhibition, % at 10 µM; Recombinant CDK5/p35, ADP-Glo luminescence, 60 min;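 active = highest replicate inhibition of at least 50% and at least 75% of replicates reaching 50%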;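 also: plate controls were DMSO neutral control for no effect and GW8510 at 10 µM for full effect; many of its hits are not listed in these tables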
NSD2 HMT inh – NSD2 (human) methyltransferase inhibition; O96028; NSD2 peptide methylation, AlphaScreen, 120 min; inhibition, % at 12.5 µM; 310,000 tested, 0.54% active; AID 743445; in the data active = inhibition above about 50%
SUMO Mot1 rescue – SUMOylation pathway inhibition by Mot1-301 growth rescue; S. cerevisiae Mot1-301 growth rescue, ATP luminescence, 38.5C; percent above DMSO median, 100 means doubled; growth rescue, % at 18.8 µM; 320,000 tested, 1% active; AID 2716;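 active = every valid replicate shows activation above 250% relative to neutral control wells; inactive = the rest, any valid replicate at or below 250%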;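 also: OY570 slx delta 5 strain wells were the positive control but not used for scaling; some compounds called inactive have numbers as strong as hits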
Rtt109 Vps75 – inhibitors of Candida albicans Rtt109/Vps75 histone acetyltransferase; Q5AAJ8; purified Rtt109/Vps75, ThioGlo CoA-SH fluorescence, 4 h; inhibition, % at 34.9 µM; 330,000 tested, 0.16% active;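 active = inhibition of at least 50% in every replicate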
dFosB activator – mouse delta FosB homodimer activation; purified delta FosB, TAMRA-CDK5 oligo fluorescence polarization; percent of positive-control signal above neutral wells; activation, % at 25 µM; P13346; 340,000 tested, 0.99% active;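 active = mean activation above about 17%, with every replicate also reaching it, limit read from the data, passing the limit was not always enough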;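 also: fluorescence polarization rise as delta FosB binds a TAMRA Cdk5 AP-1 oligo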
Target sequence (P13346 whole entry, looked up): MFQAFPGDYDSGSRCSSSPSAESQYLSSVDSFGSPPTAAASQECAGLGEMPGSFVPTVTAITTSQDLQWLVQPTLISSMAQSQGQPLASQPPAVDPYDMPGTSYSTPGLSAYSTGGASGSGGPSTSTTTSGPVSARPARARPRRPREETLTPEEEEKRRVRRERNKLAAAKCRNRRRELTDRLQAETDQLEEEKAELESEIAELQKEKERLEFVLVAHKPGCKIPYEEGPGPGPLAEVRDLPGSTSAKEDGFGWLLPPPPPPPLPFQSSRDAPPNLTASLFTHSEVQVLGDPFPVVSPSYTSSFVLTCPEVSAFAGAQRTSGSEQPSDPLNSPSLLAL
Cardiac RTF inh – cardiac RTF calcium desensitization; P19429+P45379; inhibition, % at 7.15 µM; IANBD-labeled cardiac RTF, Ca2+ fluorescence; 340,000 tested, 0.12% active;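 active = inhibition above the mean inhibition of all tested compounds plus 3 SD, cut at about 17% in these data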;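 also: assay run at fixed EC70 calcium of 1.6 mM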
Keap1 Nrf2 FP – Keap1-Nrf2 (human) interaction inhibition. Q14145. inhibition, % at 9.4 µM. Keap1 Kelch-Nrf2 peptide fluorescence polarization, 1536-well. 340,000 tested, 0.15% active; in the data active = inhibition above about 12%;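 also: human Keap1 Kelch domain with fluorescein labeled Nrf2 9mer peptide probe; 0% = neutral control wells and 100% = peptide positive control; higher means more block of Keap1 binding to Nrf2 peptide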
Target sequence (Q14145 whole entry, looked up, the tested form may be a part): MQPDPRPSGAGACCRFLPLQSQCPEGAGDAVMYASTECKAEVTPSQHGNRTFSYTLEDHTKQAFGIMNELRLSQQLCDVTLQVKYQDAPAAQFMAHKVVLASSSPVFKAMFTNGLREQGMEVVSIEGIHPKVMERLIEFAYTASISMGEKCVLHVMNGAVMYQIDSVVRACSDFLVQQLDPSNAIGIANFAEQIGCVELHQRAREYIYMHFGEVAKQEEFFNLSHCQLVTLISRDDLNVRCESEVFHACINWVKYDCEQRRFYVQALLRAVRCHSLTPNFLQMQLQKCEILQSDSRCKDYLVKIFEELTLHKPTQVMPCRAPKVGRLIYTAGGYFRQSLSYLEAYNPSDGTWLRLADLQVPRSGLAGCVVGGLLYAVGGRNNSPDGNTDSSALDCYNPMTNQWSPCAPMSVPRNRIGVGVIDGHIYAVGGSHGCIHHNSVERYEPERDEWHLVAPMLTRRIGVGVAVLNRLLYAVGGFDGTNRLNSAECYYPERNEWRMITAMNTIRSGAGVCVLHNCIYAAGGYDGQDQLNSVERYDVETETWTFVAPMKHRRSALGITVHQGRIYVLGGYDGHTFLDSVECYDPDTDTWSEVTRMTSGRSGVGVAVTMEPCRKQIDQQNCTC
cardiac RTF act – cardiac RTF calcium sensitization | AID 493008 | P19429+P45379 | 340,000 tested, 0.24% active | activation, % at 7.2 µM | IANBD-labeled TnC RTF fluorescence at EC20 calcium; 0% EC20 calcium, 100% full calcium;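 active = activation above the mean over all tested compounds plus 3 SD, cut at about 30% in these data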;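 also: rise in fluorescence read as greater calcium sensitivity of cardiac thin filaments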
PfHsp90 set2 – inhibits growth of yeast expressing Plasmodium falciparum Hsp90; S. cerevisiae expressing PfHsp90, BacTiter-Glo ATP, 48 h; yeast lacking PDR1 and PDR3 efflux regulators; AID 504621; 310,000 tested, 0.32% active; inhibition, % at 9.4 µM;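 active = every replicate shows inhibition above about 80%, whatever the replicate mean, limit read from the data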;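 also: 0% = DMSO neutral controls and 100% = 20 µM radicicol positive controls; yeast relying on Plasmodium falciparum Hsp90 in place of its own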
LANA DNA inh – inhibitors of KSHV LANA C-terminal domain DNA binding | 340,000 tested, 0.078% active | inhibition, % at 9 µM | AID 504423 | MBP-C-LANA/FAM-LBS DNA binding, fluorescence polarization;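 active = highest replicate inhibition at or above 60% at 9 µM, even if other replicates fall short; inactive = all replicates below 60% inhibition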;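 also: 0% = neutral control wells and 100% = 4 µM acridine orange control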
PvdQ acylase – P. aeruginosa PvdQ acylase inhibition; inhibition, % at 10 µM; 340,000 tested, 0.063% active; AID 488965; purified PvdQ acylase, fluorescence plate reader; in the data active = inhibition above about 30%, passing the limit was not always enough;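 also: 0% = vehicle neutral wells and 100% = reference inhibitor wells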
Active calls of the source: *; x = no result given; + = active, no number.

Results follow in this order: CDK5 inh, NSD2 HMT inh, SUMO Mot1 rescue, Rtt109 Vps75, dFosB activator, Cardiac RTF inh, Keap1 Nrf2 FP, cardiac RTF act, PfHsp90 set2, LANA DNA inh, PvdQ acylase
- CCC1CN(C(=O)NCc2cccc(OC)c2)c2ccccc2O1 (centres undefined)
→ 0.2, -3, 10, 8, 1, -4, -2, -3, -4, 0.0, 1
- Cn1c(SCC(=O)NC2CC2)nnc1-c1ccccn1
→ -1.0, 0, -12, 19, 5, -1, -1, 0, 0, -1.1, 8
- COC(=O)c1cc(S(=O)(=O)N2CCCC2)c(Cl)cc1Cl
→ 0.3, -6, -4, 2, 5, -3, 2, -5, -5, -0.1, -1
- O=C(NC1CCN(Cc2ccccc2)CC1)c1cccc(S(=O)(=O)Nc2ccc(F)cc2)c1
→ -1.1, 0, 14, -7, -10, -4, -1, -3, -13, 0.5, 6
- COc1ccc(-c2nc3cnccn3c2NCc2ccccc2)cc1SC1CCCCC1
→ 0.6, x, 6, -12, -10, -2, -7, -3, 7, 1.0, -6
- CN(C)c1ccc(-c2nn3c(-c4ccccc4Cl)nnc3s2)cc1
→ -1.0, -1, -12, x, -3, 2, 3, -6, x, 1.2, 3
- CCCN(CC(=O)Nc1ccccc1OC)C(=O)c1ccc2[nH]c3c(c2c1)CC(C)CC3 (centres undefined)
→ 1.1, x, 29, 12, -18, -2, 0, 2, -18, 1.5, 3
- CCOC(=O)C1=CN(CC)S(=O)(=O)NC1c1ccccc1 (centres undefined)
→ 1.0, x, x, 3, -6, -6, -2, -1, -13, 0.0, -11
- CCc1nccn1CCC(=O)NC1CCCc2c1cnn2-c1ccc(F)cc1F (centres undefined)
→ -2.1, -2, 7, -2, -1, 3, -4, 1, -15, 2.6, 7
- CC(C)C(=O)N1CCN(c2ccc([N+](=O)[O-])c(NC(C)c3ccccc3)c2)CC1 (centres undefined)
→ 0.7, 5, -8, 2, -9, -1, -3, 2, 15, -2.6, -2
- COc1ccc(CC(=O)OCC(=O)N(C)C2CCS(=O)(=O)C2)cc1OC (centres undefined)
→ 0.9, 2, 40, -12, 4, 0, -1, 2, x, 0.8, -2
- Cn1c(SCC(=O)Nc2ccc(C(N)=O)cc2)nc2c(c1=O)SCC2
→ 2.5, -1, -1, 7, -4, -2, -1, -7, -19, 3.1, 1
- Cc1ccc(NC(=O)N2CCN(Cc3ccc4c(c3)OCO4)CC2)cc1
→ 3.3, 2, -2, 4, -1, -3, -2, -7, -10, 0.7, 4
- COc1ccc(CCNC(=O)C2CCCN2C(=O)Nc2cccc(OC)c2)cc1 (centres undefined)
→ -0.9, -5, -23, 1, -6, -7, -1, 2, 1, 0.4, -19
- CCCCCCCCCCC[C@@H](C[C@@H]1OC(=O)[C@H]1CCCCCC)OC(=O)[C@H](CC(C)C)NC=O
→ 0.0, x, 20, 1, 3, 20*, 4, 1, -5, -0.8, 2
- O=c1[nH]c(=S)[nH]c2nccnc12
→ -0.8, -4, x, -4, -2, -4, -1, 5, x, -1.6, 3
- Cc1nnc(SCC2CCCO2)n1-c1ccccc1 (centres undefined)
→ -0.9, -2, 24, 5, -5, 2, -2, -8, x, 0.3, 4
- CC(C)(C)c1cc(-c2ccccc2)no1
→ 0.7, -2, 8, 2, -6, 3, 2, -5, 0, -0.6, 27
- COc1cc(Cl)c(C)cc1NC(=O)CSCC#N
→ 1.1, -1, -4, 4, -3, -9, 2, 1, -7, -1.0, -8
- COc1ccccc1NC(=O)COC(=O)CCC(=O)c1cccs1
→ 0.1, -3, x, -2, 3, -6, -4, 5, 17, 1.2, -11
- C=CCNC(=O)c1c(Br)cnn1-c1ccc(C)cc1
→ -4.0, -6, 0, -9, -14, x, -4, x, 41, 1.2, -12
- Cc1ccc(OCc2cc(C(=O)NCCc3cccnc3)no2)cc1C
→ -2.0, -1, x, -3, -10, -10, -3, -7, 3, 0.0, -4
- Cc1cc(NC(=O)c2ccc(Cl)cc2)n(-c2ccccc2)n1
→ 1.3, 1, -1, -10, -3, -5, -2, 2, 10, -0.6, -13
- CN(C)C(CNc1ccc(C(F)(F)F)cc1[N+](=O)[O-])c1ccccc1 (centres undefined)
→ 0.1, 21, -7, -5, -10, -7, -1, -1, 29, 0.2, -9
- CCOC(=O)N1CCN(S(=O)(=O)c2ccc(C(=O)N(CCCN(C)C)c3nc4ccc(CC)cc4s3)cc2)CC1
→ -2.2, 3, -17, 25, 32*, -8, 1, 1, -1, -1.5, -5
- Cc1ccc([C@@H]2[C@@H]3C(=O)N(C)C(=O)[C@@H]3[C@]3(Cc4ccccc4)C(=O)N(CCO)CC(=O)N23)o1
→ -1.1, x, -18, 7, -2, -2, -1, -3, -19, 2.5, 0
- COc1ccc(S(=O)(=O)Nc2ccc3c(c2)C(=O)N([C@@H](C)CO)C[C@H](C)[C@H](CN(C)CC2CC2)O3)cc1
→ 0.0, x, -2, 0, -3, -13, 2, 3, -14, -0.8, 7
- CCOc1ccccc1NC(=O)CSc1nnc(Cc2ccc(OC)cc2)c(=O)n1N
→ -2.9, -1, -6, 3, -1, 4, -6, 7, -41, 0.5, -5
- CC(=O)Nc1ccc(-c2ccnc(-c3ccc(NC(C)=O)cc3)n2)cc1
→ -0.3, -1, 14, -9, -25, -13, 1, -1, -6, 0.8, -9
- NS(=O)(=O)c1ccc(NC(=S)Nc2ccc(F)c(F)c2)cc1
→ -3.3, -2, -1, 0, -2, 3, -4, 3, -6, 0.5, -6

Complete entries as entered above. Screens in order: CDK5 inh, NSD2 HMT inh, SUMO Mot1 rescue, Rtt109 Vps75, dFosB activator, Cardiac RTF inh, Keap1 Nrf2 FP, cardiac RTF act, PfHsp90 set2, LANA DNA inh, PvdQ acylase
COc1ccc(-c2nc3cnccn3c2NCc2ccccc2)cc1SC1CCCCC1 in the list: 0.6, x, 6, -12, -10, -2, -7, -3, 7, 1.0, -6
NS(=O)(=O)c1ccc(NC(=S)Nc2ccc(F)c(F)c2)cc1 in the list: -3.3, -2, -1, 0, -2, 3, -4, 3, -6, 0.5, -6

Additional records
Results follow in this order: CDK5 inh, NSD2 HMT inh, SUMO Mot1 rescue, Rtt109 Vps75, dFosB activator, Cardiac RTF inh, Keap1 Nrf2 FP, cardiac RTF act, PfHsp90 set2, LANA DNA inh, PvdQ acylase
- CN(CC(O)COCc1cccs1)C1CCCCC1 (centres undefined)
→ -0.8, 5, -12, -3, -4, -17, 7, 1, -2, -1.1, -4
- O=C(O)C1CCCN1C(=O)Nc1ccc(F)cc1 (centres undefined)
→ -3.1, 0, 4, 9, -4, -9, 2, 2, -38, 1.3, -6
- CCOc1ccc2nc(SC3CC(=O)N(c4ccc(OC)cc4OC)C3=O)sc2c1 (centres undefined)
→ -2.6, -2, 26, 12, 2, 6, -1, -1, -24, -0.8, -7
- Cn1c(CCN2CCOCC2)nc2cc(NC(=O)COc3ccccc3)ccc21
→ -3.0, -2, +, 33, -2, 5, 2, -3, 13, 0.4, 3
- Cc1cc(C)n2nc(C(=O)OCC(=O)c3c[nH]c4ccccc34)nc2n1
→ 1.1, -3, 71, 2, -6, -7, 4, 2, -32, 0.3, -9
- Brc1cnc(N2CCCC2)nc1N1CCCCC1
→ -0.8, x, 37, -4, -5, -10, -1, 6, x, 0.3, -4
- CCN(CC)C(=O)c1cccc(C)c1
→ 0.4, x, -5, 0, 4, 5, 0, 6, -6, 2.2, 0
- COc1ccc(CN(CC(=O)NC2CCCC2)C(=O)c2csnn2)cc1
→ -3.1, -13, 11, -15, -7, -14, -5, -3, -13, -0.6, -9
- CC(CN1CCN(C/C=C/c2ccccc2)CC1)c1ccccc1 (centres undefined)
→ 0.3, 25, 38, -8, 1, 2, -2, 4, 24, -0.4, -9
- CN(C)S(=O)(=O)c1cccc(N=c2scc(-c3ccc4c(c3)NC(=O)CO4)n2CC2CCCO2)c1 (centres undefined)
→ 0.9, 5, 3, 18, -1, -9, -5, 1, -19, -0.4, -15
- O=C(CNC(=O)OCc1ccccc1)NC1CCCCNC1=O (centres undefined)
→ 0.5, -2, -3, 1, 7, 0, -4, -2, 7, -0.5, -3
- O=C(Nc1ccccc1)c1ccc(=O)n(Cc2ccc(F)c(F)c2)c1
→ -11, 0, -20, -8, -4, 11, 2, -3, 20, 0.4, 4
- O=C(CCc1ccc(S(=O)(=O)NCCc2ccccc2)cc1)NCc1ccco1
→ -0.1, 3, 4, 1, 0, -7, 0, -3, -5, 2.6, 1
- N#Cc1c(N)c(C(=O)c2ccccc2)n2c1CCC2
→ 2.3, 1, -12, -9, 3, -6, 6, -2, 11, -1.0, 2
- CCc1cc(=O)[nH]c(SC/C=C/c2ccccc2)n1
→ 1.4, 0, -8, 1, -4, -11, 6, 4, 0, -0.2, -5
- COC(=O)[C@H](CC(C)C)NC(=O)NC1CCCc2ccccc21 (some centres undefined)
→ 2.0, 1, -19, -9, 1, 4, 3, -6, -4, 2.9, 6
- CCN(CC)C(=O)c1cn(CCC#N)nc1-c1ccc(F)cc1
→ -6.6, 6, -2, 0, -5, 1, 0, 5, -14, 4.1, -10
- CCOC(=O)c1c(Nc2nc(C)c(C(=O)NC)s2)sc(C)c1C
→ -1.4, 0, -3, -5, -12, 6, -2, 4, -27, 3.4, -16
- COc1ccc2cc(C(=O)C3CCCN(C(=O)c4ccnn4C)C3)ccc2c1 (centres undefined)
→ -2.6, 1, 8, -9, -8, -5, 0, 0, 7, -1.0, -17
- CCCc1cc(C(=O)Nc2ccc(C(=O)c3ccc(C)cc3)cc2)n(C)n1
→ 1.8, -4, 2, 4, -16, -12, 3, 4, -13, -0.4, 12
- COc1ccc(S(=O)(=O)NC2(C(F)(F)F)NC(=O)N(CCc3ccccc3)C2=O)cc1 (centres undefined)
→ -0.2, 0, -5, -1, 1, 10, 2, 5, 6, -1.1, -8
- O=C(CN1C(=O)C2CC=CCC2C1=O)Nc1ccc(S(=O)(=O)Nc2nccs2)cc1 (centres undefined)
→ -0.2, 7, -17, 10, -5, -6, 1, 3, -11, -1.1, -6
- NC(CSC1(c2ccc(Cl)cc2)c2ccccc2-c2ccccc21)C(=O)O (centres undefined)
→ -0.1, 2, x, 4, -16, -5, -3, 3, -41, 2.7, -15
- Cc1cccc(N2CCN(C(=O)c3cc(=O)[nH]c4ccccc34)CC2)c1C
→ 1.3, 2, 8, 1, -16, -2, 1, 5, -31, 1.1, -12

Compound activity as filed in PubChem BioAssay.
